Jurkat NFkB inh = inhibitors of the PMA/ionomycin-induced NF-kB reporter in Jurkat cells; PMA/ionomycin-induced NF-kB luciferase reporter, luminescence; inhibition, % at 4 µM; actives 0.53% (n = 330,000); AID 435003
EBI2 antag = EBI2 (human) antagonism; actives 0.81% (n = 360,000); P32249; EBI2 beta-arrestin recruitment, luminescence, 7a,25-OHC stimulated; inhibition, % at 5 µM; AID 651636; in the data active = inhibition above about 38%;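 also: enzyme fragment complementation signal reports receptor beta-arrestin coupling in cells; 0% = agonist plus DMSO wells and 100% = wells without agonist; some results beyond the cut were filed as inactive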
Target sequence (P32249 whole entry, looked up, the tested form may be a part): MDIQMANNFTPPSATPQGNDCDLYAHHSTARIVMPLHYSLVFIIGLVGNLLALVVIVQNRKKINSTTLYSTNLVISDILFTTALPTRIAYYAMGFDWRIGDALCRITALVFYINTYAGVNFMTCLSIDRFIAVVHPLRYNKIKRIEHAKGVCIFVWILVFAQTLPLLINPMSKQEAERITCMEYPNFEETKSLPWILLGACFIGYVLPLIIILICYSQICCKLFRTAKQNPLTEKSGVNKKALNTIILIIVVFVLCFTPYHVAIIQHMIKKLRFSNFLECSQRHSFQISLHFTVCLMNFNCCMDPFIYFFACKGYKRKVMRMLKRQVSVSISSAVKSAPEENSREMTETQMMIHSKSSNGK
SENP8 inh = blocks the human protease SENP8; AID 2540; purified SENP8, Z-RLRGG-aminoluciferin cleavage, luminescence; Q96LD8; actives 1.2% (n = 330,000); inhibition, % at 10 µM
Gli-Sufu antag = Gli-Sufu pathway antagonism. Sufu-KO-LIGHT fibroblasts, Gli luciferase reporter luminescence. inhibition, % at 5 µM. actives 0.74% (n = 340,000);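 active = inhibition above about 55%, limit read from the data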;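 also: 0% = DMSO-treated cells and 100% = wells with medium but no cells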
Apaf1 inhib = blocks human Apaf-1 apoptosome activity | actives 0.71% (n = 330,000) | reconstituted apoptosome caspase-3 activity, DEVD-Rh110 fluorescence | inhibition, % at 20 µM; active = inhibition of at least 40% at 20 µM;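 also: plate controls were DMSO wells for no effect and DEVD-CHO caspase inhibitor wells for full effect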
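Material: biochemical Apaf-1 apoptosome reconstitution. Medium: Hepes buffer, pH 7.5. Also added: cytochrome c activation, bis-DEVD rhodamine 110 substrate. Timing: 30 min compound preincubation, 50 min activation, room temperature. Measured by: rhodamine 110 fluorescence at Ex 480/Em 540 nm.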
CCR6 antagonist = blocks CCL20-driven beta-arrestin recruitment at human CCR6. AID 493098. P51684. actives 0.49% (n = 340,000). inhibition, % at 20 µM. CHO-K1 CCR6 PathHunter beta-arrestin, luminescence, CCL20-stimulated;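 active = compounds whose inhibition of the agonist-driven luminescence signal at 20 µM reaches about 50%, limit read from the data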;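 also: cells stimulated with CCL20 at 14 nM final; plate controls were DMSO with CCL20 for no effect and DMSO without agonist for full effect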
Target sequence (P51684 whole entry, looked up): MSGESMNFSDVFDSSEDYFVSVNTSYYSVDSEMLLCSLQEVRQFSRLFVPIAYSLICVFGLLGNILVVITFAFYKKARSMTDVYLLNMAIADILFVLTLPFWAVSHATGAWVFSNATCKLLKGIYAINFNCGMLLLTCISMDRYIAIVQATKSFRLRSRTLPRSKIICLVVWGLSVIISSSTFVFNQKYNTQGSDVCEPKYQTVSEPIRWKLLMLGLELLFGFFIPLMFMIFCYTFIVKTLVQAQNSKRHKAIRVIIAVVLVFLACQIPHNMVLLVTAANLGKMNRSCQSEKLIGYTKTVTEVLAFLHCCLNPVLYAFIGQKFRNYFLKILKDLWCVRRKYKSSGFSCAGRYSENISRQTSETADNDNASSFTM
UBC13 inh = inhibitors of human UBC13 polyubiquitin chain formation; P61088; TR-FRET; inhibition, % at 20 µM; actives 0.47% (n = 330,000); AID 485273; in the data active = inhibition above about 45%, passing the limit was not always enough
Target sequence (P61088 whole entry, looked up): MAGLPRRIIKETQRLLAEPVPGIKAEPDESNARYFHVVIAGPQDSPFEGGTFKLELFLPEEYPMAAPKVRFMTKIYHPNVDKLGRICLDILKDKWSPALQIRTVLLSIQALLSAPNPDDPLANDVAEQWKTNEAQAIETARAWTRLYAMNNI
697 NFkB inh = inhibitors of the PMA/ionomycin-induced NF-kB reporter in 697 B cells. actives 0.33% (n = 330,000). inhibition, % at 4 µM. 697 B-cell NF-kB luciferase reporter, 16 h; in the data active = inhibition above about 35%
An asterisk follows results filed as active; nt = no result given. Rule as the data show it, unless noted: active = inhibition above about 50%; inactive = the rest. Only part of the results is shown (hit frequency here may not be typical).

The opening 19 entries (preview)
SMILES | Jurkat NFkB inh | EBI2 antag | SENP8 inh | Gli-Sufu antag | Apaf1 inhib | CCR6 antagonist | UBC13 inh | 697 NFkB inh
Cn1c(/C(C#N)=C(\O)c2cc(Cl)sc2Cl)nc2ccccc21 | 6 | 1 | 2 | -20 | 1 | 21 | -2 | 3
Cc1cccc(NC(=O)c2cnc3ccccn3c2=O)c1 | -86 | 0 | 67* | -43 | 4 | 19 | -17 | -140
Cc1cc(C(=O)N/N=C/c2cccnc2)cs1 | -7 | -23 | -16 | -11 | 0 | -1 | -14 | -8
CN(C)C(=O)c1nc2ccc(Cl)cn2c1CNCc1cccc(OC(F)(F)F)c1 | -6 | 2 | 1 | 0 | 1 | 13 | 6 | 7
O=C(COC(=O)/C=C/C(=O)OCC(=O)NC12CC3CC(CC(C3)C1)C2)NC12CC3CC(CC(C3)C1)C2 | 20 | 31 | -2 | 1 | 0 | 19 | 6 | -15
O=C(c1ccco1)N1CCN(Cc2ccc(F)cc2)CC1 | 7 | -8 | -2 | -20 | 7 | -1 | -5 | -1
Cc1cc2ncn(CS(C)(=O)=O)c2cc1C | -5 | -3 | -8 | -3 | 7 | 2 | -18 | 7
COc1ccc(OC)c(NC(=O)CN(Cc2ccc(F)cc2)C2CCCCC2)c1 | 19 | 14 | 5 | 23 | 16 | 13 | 7 | -7
CC(C)c1ccc(NC(=S)NCc2cccs2)cc1 | -46 | 8 | -11 | -43 | 18 | 14 | 0 | -52
CC1(C)CC(NC(=O)Cc2ccc(Cl)cc2)CC(C)(C)N1 | 5 | -3 | -3 | -2 | -12 | -5 | 6 | 5
CN(C)C(=O)Nc1ccc(F)cc1F | -11 | -6 | 5 | -3 | -5 | 11 | 0 | 7
COc1ccccc1NCC(=O)N/N=C/C=C/c1ccccc1 | -13 | 17 | 3 | -7 | -5 | 22 | -10 | -13
O=C(N/N=C/c1ccc2c(c1)OCO2)C(=O)Nc1cccc(Cl)c1 | -21 | -2 | 10 | nt | 0 | 6 | 0 | -4
COc1ccccc1N1CCN(C(=O)c2ccncc2)CC1 | -11 | -5 | -5 | -2 | -8 | -2 | -5 | -23
O=C(COc1ccc2c(c1)OCO2)NC12CC3CC(CC(C3)C1)C2 | -22 | 18 | 0 | -18 | 17 | 9 | 1 | -16
CCc1nn2c(=O)c(S(=O)(=O)Nc3ccc(C(C)C)cc3)c(C)nc2s1 | -14 | -3 | -5 | 6 | 10 | 3 | -8 | -25
O=C(NCC(c1ccco1)N1CCN(c2ccccc2)CC1)C(=O)NC1CC1 (stereo unspecified) | 3 | 4 | -11 | 3 | 1 | 5 | 4 | -23
Cc1cc2c(cc1C)C(=O)NC(C)(C)C2 | 8 | 9 | -4 | 16 | -10 | 4 | 4 | -3
CN(Cc1ccccc1)C(=O)c1cccc(N2C(=O)C3CC=CCC3C2=O)c1 (stereo unspecified) | -18 | -1 | -10 | 0 | 4 | 5 | 3 | -5

All compounds of this part, from the start:
SMILES | Jurkat NFkB inh | EBI2 antag | SENP8 inh | Gli-Sufu antag | Apaf1 inhib | CCR6 antagonist | UBC13 inh | 697 NFkB inh
Cn1c(/C(C#N)=C(\O)c2cc(Cl)sc2Cl)nc2ccccc21 | 6 | 1 | 2 | -20 | 1 | 21 | -2 | 3
Cc1cccc(NC(=O)c2cnc3ccccn3c2=O)c1 | -86 | 0 | 67* | -43 | 4 | 19 | -17 | -140
Cc1cc(C(=O)N/N=C/c2cccnc2)cs1 | -7 | -23 | -16 | -11 | 0 | -1 | -14 | -8
CN(C)C(=O)c1nc2ccc(Cl)cn2c1CNCc1cccc(OC(F)(F)F)c1 | -6 | 2 | 1 | 0 | 1 | 13 | 6 | 7
O=C(COC(=O)/C=C/C(=O)OCC(=O)NC12CC3CC(CC(C3)C1)C2)NC12CC3CC(CC(C3)C1)C2 | 20 | 31 | -2 | 1 | 0 | 19 | 6 | -15
O=C(c1ccco1)N1CCN(Cc2ccc(F)cc2)CC1 | 7 | -8 | -2 | -20 | 7 | -1 | -5 | -1
Cc1cc2ncn(CS(C)(=O)=O)c2cc1C | -5 | -3 | -8 | -3 | 7 | 2 | -18 | 7
COc1ccc(OC)c(NC(=O)CN(Cc2ccc(F)cc2)C2CCCCC2)c1 | 19 | 14 | 5 | 23 | 16 | 13 | 7 | -7
CC(C)c1ccc(NC(=S)NCc2cccs2)cc1 | -46 | 8 | -11 | -43 | 18 | 14 | 0 | -52
CC1(C)CC(NC(=O)Cc2ccc(Cl)cc2)CC(C)(C)N1 | 5 | -3 | -3 | -2 | -12 | -5 | 6 | 5
CN(C)C(=O)Nc1ccc(F)cc1F | -11 | -6 | 5 | -3 | -5 | 11 | 0 | 7
COc1ccccc1NCC(=O)N/N=C/C=C/c1ccccc1 | -13 | 17 | 3 | -7 | -5 | 22 | -10 | -13
O=C(N/N=C/c1ccc2c(c1)OCO2)C(=O)Nc1cccc(Cl)c1 | -21 | -2 | 10 | nt | 0 | 6 | 0 | -4
COc1ccccc1N1CCN(C(=O)c2ccncc2)CC1 | -11 | -5 | -5 | -2 | -8 | -2 | -5 | -23
O=C(COc1ccc2c(c1)OCO2)NC12CC3CC(CC(C3)C1)C2 | -22 | 18 | 0 | -18 | 17 | 9 | 1 | -16
CCc1nn2c(=O)c(S(=O)(=O)Nc3ccc(C(C)C)cc3)c(C)nc2s1 | -14 | -3 | -5 | 6 | 10 | 3 | -8 | -25
O=C(NCC(c1ccco1)N1CCN(c2ccccc2)CC1)C(=O)NC1CC1 (stereo unspecified) | 3 | 4 | -11 | 3 | 1 | 5 | 4 | -23
Cc1cc2c(cc1C)C(=O)NC(C)(C)C2 | 8 | 9 | -4 | 16 | -10 | 4 | 4 | -3
CN(Cc1ccccc1)C(=O)c1cccc(N2C(=O)C3CC=CCC3C2=O)c1 (stereo unspecified) | -18 | -1 | -10 | 0 | 4 | 5 | 3 | -5
COc1ccc(S(=O)(=O)Oc2ccc(C(=S)N3CCOCC3)cc2OC)cc1 | -13 | 0 | -12 | 19 | 8 | 12 | -1 | -8

An excerpt from above in order of their number in Jurkat NFkB inh, largest number first.
molecule | Jurkat NFkB inh | EBI2 antag | CCR6 antagonist | UBC13 inh | 697 NFkB inh
COc1ccccc1N1CCN(C(=O)c2ccncc2)CC1 | -11 | -5 | -2 | -5 | -23
COc1ccc(S(=O)(=O)Oc2ccc(C(=S)N3CCOCC3)cc2OC)cc1 | -13 | 0 | 12 | -1 | -8
CCc1nn2c(=O)c(S(=O)(=O)Nc3ccc(C(C)C)cc3)c(C)nc2s1 | -14 | -3 | 3 | -8 | -25

Further compounds:
SMILES | Jurkat NFkB inh | EBI2 antag | SENP8 inh | Gli-Sufu antag | Apaf1 inhib | CCR6 antagonist | UBC13 inh | 697 NFkB inh
CCOc1cccc(CNCCO)c1OCc1ccc(Cl)cc1 | -17 | -11 | -8 | 7 | 12 | 0 | 3 | -28
COc1cccc(NC(=O)Nc2cccn(Cc3ccccc3)c2=O)c1 | -3 | -3 | 9 | -14 | 26 | 0 | 8 | 1
COc1cccc(N(CC(=O)N2CCCCCC2)S(C)(=O)=O)c1 | 8 | 2 | -3 | 3 | 5 | 11 | -1 | 9
CCn1c2ccccc2c2cc(NC(=O)Nc3ccc([N+](=O)[O-])cc3C)ccc21 | -23 | nt | -10 | nt | 16 | nt | -16 | -35
Cc1nnc(SCC(=O)Nc2nsc(-c3ccccc3)n2)s1 | 7 | -8 | 0 | -13 | -13 | 11 | 14 | 20
O=C(Nc1cccc(S(=O)(=O)N2CCCCC2)c1)c1ccccn1 | -11 | -13 | -1 | -8 | -9 | 7 | 3 | -9
CC(=O)CCC(=O)NCCc1ccccc1F | -7 | 1 | 0 | 2 | -2 | 9 | 4 | 9
CCC(C)NC(=O)c1ccc(CSc2nc3ccncc3n2Cc2ccc(F)cc2)cc1 (stereo unspecified) | 1 | -6 | -2 | -7 | 8 | 6 | 7 | 9
O=c1c2nnn(-c3cccc(F)c3)c2ncn1Cc1ccccn1 | 5 | -3 | 5 | 20 | 6 | 1 | -5 | 19
COc1ccc(/C=C(/NC(=O)c2ccco2)C(=O)NCCc2ccccc2)cc1 | 5 | 5 | -12 | -13 | -4 | 14 | 7 | 8
N#Cc1ccccc1NC(=O)COC(=O)c1cccs1 | 1 | 0 | -16 | 13 | -3 | 5 | -10 | -1
O=C(NC(N1CCOCC1)C(Cl)(Cl)Cl)c1ccc(F)cc1 (stereo unspecified) | 9 | -2 | -6 | 0 | -3 | 12 | 1 | -16
Cc1ccc(S(=O)(=O)N2CCC(=O)N(CCOCc3ccc(Cl)cc3)CC2)cc1 | -1 | 9 | -4 | 11 | 23 | 8 | 4 | -5
CNC(=O)c1csc(-c2ccncc2)n1 | 2 | -12 | -14 | -3 | -15 | -6 | -8 | -7
CSc1ccc(C(=O)C2CCCN(C(=O)c3cccnc3SC)C2)cc1 (stereo unspecified) | 10 | 9 | -7 | 1 | 13 | 7 | 15 | 3
CS(=O)(=O)N(CC(=O)N/N=C/c1ccco1)c1ccccc1Br | 1 | -3 | -5 | -2 | -1 | 1 | 4 | 11
Cc1ccccc1NC(=O)N1CCCN(c2ccc(C#N)cn2)CC1 | 7 | -5 | 5 | 1 | -7 | 10 | 6 | 10
CS(=O)(=O)Nc1ccc(C(=O)NCCSCc2ccco2)cc1 | 4 | -8 | -2 | 2 | 4 | 0 | -6 | -20
Cc1ccccc1CN1C2=NCCN2c2ccccc21 | -42 | 1 | -2 | 6 | 12 | 1 | -14 | -76
COc1cc2c(c(OC)c1OC)-c1ccc(OC)c(=O)cc1[C@@H](N(C)CC#CCO)CC2 | 63* | -16 | 1 | 66* | -4 | 9 | -2 | -244
C=CCS(=O)(=O)c1cccc2cccnc12 | 9 | -3 | 8 | -2 | -15 | 6 | 6 | 14
Cc1ccc(N2C(=O)N(CC(=O)Nc3cc(Cl)ccc3C)C(=O)C2C)cc1 (stereo unspecified) | -6 | 5 | 1 | -5 | 10 | 3 | -6 | -14
CC(=O)Nc1ccc(C(=O)NNC(=O)c2ccccc2-n2cccc2)cc1 | -14 | -5 | -13 | -3 | 10 | -9 | 4 | -25
CCN1CCN(CC(=O)c2cc(Cl)ccc2Cl)CC1 | -7 | 6 | 2 | -10 | -6 | 14 | 5 | 3
CCN(CC(=O)NCc1ccc(F)cc1)C(=O)CN1CCN(c2ccc(OC)cc2)CC1 | 5 | 9 | 8 | 13 | -2 | -3 | 4 | -7
O=C(COC(=O)CCC(=O)c1ccc(Cl)cc1)NC1CC1 | 0 | -8 | -2 | 13 | -4 | 8 | 1 | 0
CCCCOc1ccc(C(=O)Nc2ccc(SC(F)F)cc2)cc1OC | -26 | 31 | -6 | 15 | -8 | 6 | -2 | -16
O=C(c1noc2c1CCCC2)N1CCN(c2ccccc2)CC1 | -11 | -5 | 2 | -4 | -4 | 0 | 7 | 9
CCOc1ccccc1NC(=O)COC(=O)C1CC(=O)N(c2c(C)cccc2C)C1 (stereo unspecified) | -10 | 8 | 0 | 22 | 4 | -2 | 2 | 18
COc1cccc(-c2cc(C(=O)NC3CCCCC3)no2)c1 | -121 | 22 | -12 | -59 | 9 | 7 | 5 | -96
N#Cc1ccc(Oc2ccc(S(=O)(=O)N3CCOCC3)cn2)cc1 | 3 | 5 | 4 | -12 | -1 | 5 | 2 | 6

Assay outcomes deposited in PubChem by Sanford-Burnham Center for Chemical Genomics.
